# High-throughput results (PubChem BioAssay)
# NALP3 yeast inh: NALP3 inhibition in yeast; Yeast reconstituted NLRP3/ASC/caspase-1, beta-gal luminescence, 24 h; inhibition, % at 10 µM; 330,000 compounds, 0.39% hits; AID 2825;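 active = inhibition of 50% or more; inactive = inhibition below 50%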;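 note: plate controls were induced DMSO wells for no effect and uninduced yeast grown without galactose for full effect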
# MIN6 prolif: inducers of beta-cell replication in MIN6 cells; proliferation, % at 10 µM; AID 2380; 330,000 compounds, 0.29% hits; MIN6 cells proliferation, ATPlite luminescence, 48 h; cells starved in 0.2% serum; 100% = growth in 10% serum;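 active = compounds whose signal lies at least 3.5 SD above the mean of all wells on their plate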;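 note: 0% = DMSO-treated cells in low-serum medium and 100% = 10% serum control; some compounds called inactive have numbers as strong as hits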
# APJ antag: APJ receptor antagonism | P35414 | CHO-K1 APJ beta-arrestin complementation, luminescence | inhibition, % at 20 µM | 330,000 compounds, 0.32% hits | AID 2521;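 active = inhibition above about 40% at 20 µM, limit read from the data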;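 note: cells challenged with 10 nM apelin-13 agonist together with compound; plate controls were apelin-13 plus DMSO wells for no effect and DMSO wells lacking apelin-13 for full effect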
# Target sequence (P35414 whole entry, looked up): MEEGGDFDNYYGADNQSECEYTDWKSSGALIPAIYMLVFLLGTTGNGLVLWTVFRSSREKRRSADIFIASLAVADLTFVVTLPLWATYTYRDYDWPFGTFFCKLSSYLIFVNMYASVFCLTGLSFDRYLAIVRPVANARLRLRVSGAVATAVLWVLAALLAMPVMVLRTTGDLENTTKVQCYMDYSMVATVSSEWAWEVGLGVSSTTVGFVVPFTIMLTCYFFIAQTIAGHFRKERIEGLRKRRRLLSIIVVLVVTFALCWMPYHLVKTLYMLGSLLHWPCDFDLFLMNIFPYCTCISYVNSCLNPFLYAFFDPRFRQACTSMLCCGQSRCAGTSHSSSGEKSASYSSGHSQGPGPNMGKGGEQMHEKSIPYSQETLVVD
# MPTP block: blocks calcium-induced mitochondrial swelling | isolated mouse mitochondria, Ca2+ swelling absorbance, 30 min | inhibition, % at 10 µM | 360,000 compounds, 1.4% hits | AID 602449;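 active = inhibition of 50% or more, scaled per plate between neutral and stimulator controls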;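 note: 0% = DMSO wells given calcium and 100% = 1 mM EGTA wells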
# tim10-1 inh: inhibits growth of tim10-1 mutant yeast | S. cerevisiae tim10-1 ts strain growth, BacTiter-Glo, 24 h | inhibition, % at 20 µM | 330,000 compounds, 2.2% hits | AID 463190;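 active = inhibition of at least 40%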;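 note: mutant grown at 25 °C; 0% = DMSO wells with yeast and 100% = wells holding no yeast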
# GRIN3A LBD mod: modulates the human NR3A ligand-binding domain; 340,000 compounds, 2.5% hits; Tm shift relative to glycine control, % at 25 µM; NR3A LBD differential scanning fluorimetry, Tm shift; 0% = protein alone, 100% = glycine-bound protein; AID 1259313;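 active = melting temperature shift of at least 10% of the positive control shift, at one fixed dose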
# APJ ag: agonists of human APJ apelin receptor; P35414; CHO-K1 APJ PathHunter beta-arrestin, luminescence; 0% DMSO wells, 100% apelin; activation, % at 20 µM; 330,000 compounds, 0.11% hits; AID 2520;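 active = activation more than six SD over the plate average, tested at 20 µM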;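 note: 0% = DMSO alone and 100% = apelin-13 at 10 nM; some results filed as inactive read as strong as hits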
#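 Incubation: overnight seeding, 90 min compound at 25 °C, 1 h detection; test system: PathHunter CHO-K1 APJ (AGTRL-1) beta-arrestin reporter cells; amount: 1000 cells/well; doses: one dose, 20 µM compound, 1% DMSO; measured by: beta-gal luminescence; measure: agonist-driven arrestin binding to APJ; benchmarks: negative DMSO alone, positive Apelin-13 at 10 nM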
# TIM10 inh: TIM10 yeast growth inhibition; S. cerevisiae TIM10 strain growth, BacTiter-Glo luminescence, 24 h; 330,000 compounds, 1.4% hits; inhibition, % at 10 µM; AID 463195;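 active = inhibition of 40% or more at the single tested concentration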;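 note: wild-type TIM10 isogenic control strain grown at permissive 25 °C; 0% = DMSO yeast wells and 100% = minimal medium wells without yeast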
# tim23-1 inh: inhibits growth of tim23-1 mutant yeast | S. cerevisiae tim23-1 growth, BacTiter-Glo luminescence, 24 h | inhibition, % at 20 µM | 330,000 compounds, 1.3% hits;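 active = growth inhibition of the mutant yeast at or above 50%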;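 note: temperature-sensitive mutant grown at 25 °C; plate controls were DMSO-treated mutant yeast for no effect and medium wells lacking yeast for full effect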
# The depositor's hits bear a star; . = not tested or not shown.
# Sample of the layout:
SMILES,NALP3 yeast inh,MIN6 prolif,APJ antag,MPTP block,tim10-1 inh,GRIN3A LBD mod,APJ ag,TIM10 inh,tim23-1 inh
Cc1ccc(CCNc2ccc3ccccc3c2)cn1,3,-1,-12,0.6,2,5,-1,10,10
CC(C)CN(C(=O)c1ccc(S(=O)(=O)N2CCCCC2)cc1)C1CCS(=O)(=O)C1 (stereo unspecified),15,-3,17,-0.4,14,-1,7,-9,20
CCn1cc(CNC(=O)c2cc(Cl)ccc2OC)c(C)n1,6,4,17,2.4,4,1,-4,4,3
CC1CN(C(=O)CCC(=O)NCc2ccccc2)c2ccccc2S1 (stereo unspecified),0,-1,10,-0.4,13,1,-1,-7,6
CC(C)=CC(=O)O[C@@H]1Cc2c(ccc3ccc(=O)oc23)OC1(C)C,5,1,12,2.1,-28,0,-3,-4,15
Cc1nc2nc(SCC(=O)O)nn2c(C)c1Cc1ccccc1Cl,18,0,11,0.6,-13,0,-2,-5,5

# The listing, from the start:
SMILES,NALP3 yeast inh,MIN6 prolif,APJ antag,MPTP block,tim10-1 inh,GRIN3A LBD mod,APJ ag,TIM10 inh,tim23-1 inh
Cc1ccc(CCNc2ccc3ccccc3c2)cn1,3,-1,-12,0.6,2,5,-1,10,10
CC(C)CN(C(=O)c1ccc(S(=O)(=O)N2CCCCC2)cc1)C1CCS(=O)(=O)C1 (stereo unspecified),15,-3,17,-0.4,14,-1,7,-9,20
CCn1cc(CNC(=O)c2cc(Cl)ccc2OC)c(C)n1,6,4,17,2.4,4,1,-4,4,3
CC1CN(C(=O)CCC(=O)NCc2ccccc2)c2ccccc2S1 (stereo unspecified),0,-1,10,-0.4,13,1,-1,-7,6
CC(C)=CC(=O)O[C@@H]1Cc2c(ccc3ccc(=O)oc23)OC1(C)C,5,1,12,2.1,-28,0,-3,-4,15
Cc1nc2nc(SCC(=O)O)nn2c(C)c1Cc1ccccc1Cl,18,0,11,0.6,-13,0,-2,-5,5
O=C(NCc1ccccc1Cl)C1CCN(c2ncnc3c2nc2n3CCCCC2)CC1,2,-3,11,-0.2,24,0,2,12,23
Cc1ccc(NC(=O)CCC(=O)NNC(=O)C(c2ccccc2)c2ccccc2)c(C)c1,1,0,-18,-0.5,5,-2,-4,4,11
Cc1noc(C)c1S(=O)(=O)Nc1ccccc1N1CCOCC1,6,-2,-10,1.8,-2,2,-5,-14,-3
O=C(CNC(=O)c1ccccc1)OC(C(=O)c1ccccc1)c1ccccc1 (stereo unspecified),-69,1,-10,2.7,21,1,-1,2,20
Cc1nc2ccc(NC(=O)c3ccc(Cl)s3)cc2s1,2,-6,8,0.3,-11,27*,0,-9,6
Cc1cccc(C(=O)N(CCc2ccccc2)Cc2ccccc2)c1[N+](=O)[O-],29,-7,4,0.2,13,-2,-9,4,30
CC1CCN(C(=O)CN2C(=O)C(C)(C)Oc3ccc(C(=O)NC4CCCC4)cc32)CC1,4,2,-5,-0.3,10,1,-2,11,9
COc1ccc(Cc2nc3ccc(C(=O)NCCc4ccccn4)cc3o2)cc1OC,3,3,3,0.1,-3,-1,-4,-1,5
COc1ccc(OC(C)C(=O)Nc2cccnc2)cc1 (stereo unspecified),14,1,16,0.9,8,1,-1,-2,1
CN1CCN(S(=O)(=O)c2ccc(N(C)CC(=O)Nc3ccc(F)cc3)nc2)CC1,15,-1,11,.,6,.,1,3,13
O=C(CCn1cccn1)N1CCCC(N2CCN(c3cccc(C(F)(F)F)c3)CC2)C1 (stereo unspecified),23,-1,28,0.1,1,0,8,5,3
CCCCCC(=O)N(Cc1ccccc1)c1c(N)n(CCOC)c(=O)[nH]c1=O,17,-2,2,0.6,-7,-1,-5,4,9
C(=N\Nc1nncc2ccccc12)/c1ccccn1,18,-4,0,-0.2,-22,-2,0,17,49
COc1cc(OC)c(OC)cc1C=NCC1(c2ccccc2)CCCC1,-48,0,8,0.6,11,0,0,10,8
O=C(NCc1ccco1)C(c1ccccc1)N(Cc1cccnc1)C(=O)Cn1nnc2ccccc21 (stereo unspecified),11,1,-7,-2.4,-7,-4,-2,-2,-4
COc1ccc(C(=O)NNC(=O)c2ccc(S(=O)(=O)N3CCOCC3)cc2)cc1,-2,-1,4,-0.5,3,0,-1,-3,11
NC(=O)CC[C@@H]1NC(=O)[C@H](CO)NC(=O)c2cc([N+](=O)[O-])cc(I)c2NCC[C@@H](C(N)=O)NC1=O,4,-4,-50,-1.2,-27,-1,6,-2,2
O=C1C(NS(=O)(=O)c2ccccc2)=C(N2CCN(c3ccc(F)cc3)CC2)C(=O)c2ccccc21,15,-5,-13,3.1,16,-7,2,-6,33
CC(C)c1ccc(C(O)P(=O)(OC2CCCCC2)OC2CCCCC2)cc1 (stereo unspecified),-31,-4,7,16,44*,-1,-1,34,58*
CCCCn1nc(C(=O)NC2=NCCS2)c2ccccc2c1=O,3,-1,6,-1.2,26,1,0,-1,17
O=C(COc1ccccc1F)NCc1nc2ccccc2[nH]1,10,-2,8,2.1,0,1,0,-1,-3
CCOc1ccc(/C=C2\SC(N3CCc4ccccc4C3)=NC2=O)cc1,11,-3,15,7.7,47*,-11,-1,54*,28
COC(=O)/C(=C\C(=O)c1ccccc1)Nc1cccc(C(F)(F)F)c1,18,-4,-5,-0.9,-5,-1,0,-8,-9
N#Cc1cn(-c2ccccc2)nc1-c1ccc2c(c1)OCCO2,5,-1,-13,3.7,16,0,4,7,2
CNc1c([N+](=O)[O-])cnn1-c1ccc(Cl)cc1Cl,5,2,10,1.1,20,1,-5,15,6
CSCC[C@H](NC(=O)[C@H](Cc1ccccc1)n1c(=O)[nH]c2ccccc2c1=O)C(=O)N1CCC[C@@H]1C(=O)O,4,0,-41,2.4,2,0,-3,4,0
Cc1cccc(NC(=S)NCCC(C)C)c1,28,0,-3,1.1,-21,-7,3,-24,19
O=S(=O)(c1ccc(Cl)cc1)n1c(Cc2ccccc2)nc2ccccc21,13,1,9,2.7,-7,-1,0,-5,-1
CCCN(C(=O)COC(=O)CNC(=O)c1ccc2ccccc2c1)c1c(N)n(Cc2ccccc2)c(=O)[nH]c1=O,0,4,-5,-0.4,13,21*,-5,8,18
Cc1ccc(NC(=O)C(C)N2C(=O)c3ccccc3C2=O)nc1 (stereo unspecified),-12,0,11,0.3,11,-4,-1,3,4
CC1=C(C(=O)Nc2cc(C(=O)N3CCC(C)CC3)ccc2C)SCCO1,11,1,19,0.0,31,2,-6,-7,16
CCOC(=O)N1CCN(C(=O)c2cn(CC)c3ccc(S(=O)(=O)N4CC(C)CC(C)C4)cc3c2=O)CC1 (stereo unspecified),3,-4,-14,-3.0,-7,-1,-3,5,-1
O=c1[nH]c2ccsc2c(=O)n1-c1ccc(F)c(Cl)c1,3,-1,10,2.1,5,2,-4,-12,-7
CN(CC(=O)N1CCc2ccccc21)S(=O)(=O)c1ccc(Br)s1,8,-1,6,0.9,9,15*,-3,-24,25
CCOc1cccc(C2C(C#N)=C(N)Oc3cc(C)oc(=O)c32)c1OCC (stereo unspecified),-1,-5,4,0.8,-10,0,-2,-6,5
CNC(=S)N/N=C(\C)c1ccc(Cl)s1,2,-2,23,-6.9,5,1,-4,-6,-1
CCOC(=O)N1CCN(C(=O)COc2ccccc2Cl)CC1,5,-4,33,-0.4,14,-1,-15,2,-1
CN(Cc1ccccc1)S(=O)(=O)c1cccc(C(=O)O)c1,0,-3,-8,-0.5,1,-1,0,0,15
CCc1ccc(NC(=O)N(C2CCC(C)CC2)C2CCN(C(C)=O)CC2)cc1 (stereo unspecified),7,-2,15,0.1,2,-1,-1,2,2
CC(C)C(=O)Nc1cccc(-c2cnc3ccccc3n2)c1,31,-3,-3,-0.1,30,0,3,25,21
Cc1nnc(SCC(=O)N2CCN(c3ccccc3)CC2)n(N)c1=O,-1,-1,-23,0.2,-2,-2,3,-2,4
Cc1ccccc1CC(=O)NC1CCCCCC1,-12,1,12,-0.2,7,-2,-3,6,3
Cc1ccccc1CC1(CO)CCCN(C(=O)CCN2CCCO2)C1 (stereo unspecified),2,0,2,-2.6,5,0,20,-4,5
CCCn1nnnc1SCC(=O)NCc1ccc(OC)cc1,9,-1,16,0.7,13,1,-2,-8,10
CC(=O)Nc1ccc(NC(=O)C(C)OC(=O)CCc2c[nH]c3ccccc23)cc1 (stereo unspecified),18,-1,13,-0.3,-9,-10,-6,-1,-9
COC(=O)c1[nH]c2cccc(OC)c2c1NC(=O)CCN1CCC(C)CC1,4,-4,9,-1.1,-9,4,-4,-1,7
COc1cccc(CNc2ccc3c(c2)ncn3C)c1OC,13,-2,3,-1.7,-10,-1,-1,3,1
Cc1ccccc1OCC(=O)NNC(=O)CCc1ccccc1,23,0,8,-0.5,9,-1,2,6,3
CCOC(=O)c1ccc(NC(=O)C2CC(O)CN2S(=O)(=O)c2ccc(C)cc2)cc1 (stereo unspecified),24,-1,-10,0.4,-11,0,-1,5,2
COc1ccccc1/C=C1\Oc2cc(OC(=O)N3CCOCC3)ccc2C1=O,13,-3,21,4.1,16,2,1,17,-2
O=C(COC(=O)c1cc2c(s1)CCCC2)Nc1ccc(Cl)cn1,1,-2,6,0.7,6,-1,-2,2,-5
CCCCOc1ccc(C2/C(=C(/O)c3ccc4c(c3)CC(C)O4)C(=O)C(=O)N2CCCN2CCOCC2)cc1OC (stereo unspecified),17,-3,2,-1.2,4,3,4,0,9
CCOC(=O)/C(C#N)=C/c1ccc(SC)cc1,-1,3,2,0.9,12,-1,-3,5,-2
CC(=O)c1cccc(NS(=O)(=O)c2cc3c(cc2C)NC(=O)CO3)c1,16,0,-6,-1.7,19,-1,-5,-5,4

# Complete entries, quoted from the list. Screens in order: NALP3 yeast inh	MIN6 prolif	APJ antag	MPTP block	tim10-1 inh	GRIN3A LBD mod	APJ ag	TIM10 inh	tim23-1 inh
# `CCCCOc1ccc(C2/C(=C(/O)c3ccc4c(c3)CC(C)O4)C(=O)C(=O)N2CCCN2CCOCC2)cc1OC` (stereo unspecified) reads 17	-3	2	-1.2	4	3	4	0	9
# `CC(=O)Nc1ccc(NC(=O)C(C)OC(=O)CCc2c[nH]c3ccccc23)cc1` (stereo unspecified) reads 18	-1	13	-0.3	-9	-10	-6	-1	-9
# `CC(C)C(=O)Nc1cccc(-c2cnc3ccccc3n2)c1` reads 31	-3	-3	-0.1	30	0	3	25	21
# `Cc1ccccc1CC(=O)NC1CCCCCC1` reads -12	1	12	-0.2	7	-2	-3	6	3
# `CC(=O)c1cccc(NS(=O)(=O)c2cc3c(cc2C)NC(=O)CO3)c1` reads 16	0	-6	-1.7	19	-1	-5	-5	4
